# G9a block – blocks human histone lysine methyltransferase G9a; Q96KQ7; G9a H3K9 monomethylation, AlphaScreen, 2 h; Potency, µM (doses to about 102 µM), without a hit: top-dose activity, negative = inhibition, usual class: inhibitors; actives 8.8% (n = 350,000); AID 504332; further: on the % scale 0 is the no-effect control and ±100 the full control effect; nearly all actives have a fitted effect of over 75% in size
#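 Compounds were preincubated with 20 nM G9a for 15 min, after which biotinylated H3K9 peptide (500 nM) and SAM (20 uM) started a 2 h room-temperature reaction. Monomethylated product was quantified by antibody-based AlphaScreen chemiluminescence.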
# GLS inhibitor – inhibitors of human glutaminase (GLS). actives 0.21% (n = 410,000). AID 624170. O94925. GLS enzymatic activity, qHTS titration. Potency, µM (titrated, usually from 45.5 µM), for the others: at the highest dose activity change, negative = inhibition, usual class: inhibitors; further: on the % scale 0 is the no-effect control and ±100 the full control effect
#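 hKGA in 45 mM KH2PO4 (pH 8.2), 0.02% Tween-20 with compound, then 1mM L-Glutamine (stock as added) plus glutamate oxidase/HRP/Amplex red coupling mix. Fluorescence read initially and after 30 min at RT; signal change reflects glutamate formation.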
# Pin1 inhibitor – blocks the human prolyl isomerase Pin1; Pin1 FP peptide displacement, HiFluor488, 10 min; actives 0.009% (n = 390,000); Potency, µM (highest dose often 115 µM), inactives show at the top dose activity, negative = inhibition, hits mostly inhibitors; Q13526; active means well fitted inhibition curve with a large enough effect in the polarisation, with a control signal flat, not every such curve was filed as active; inconclusive means small, poorly fitted or top-dose-only effect, or effect the other way, or a change in a side signal; inactive means no such curve, though single readings can be large or run the other way; the % refers to the polarisation; further: on the % scale 0 is the no-effect control and ±100 the full control effect
# Target sequence (Q13526 whole entry, looked up): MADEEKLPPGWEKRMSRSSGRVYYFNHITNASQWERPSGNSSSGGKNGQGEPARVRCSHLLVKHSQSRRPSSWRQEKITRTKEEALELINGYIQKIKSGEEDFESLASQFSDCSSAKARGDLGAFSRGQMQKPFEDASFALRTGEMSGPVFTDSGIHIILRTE
# Tb PGK inh – T. brucei PGK inhibition | P07378 | PGK/GAPDH coupled, Kinase-Glo luminescence, 60 min | Potency, µM (doses to about 57.5 µM), inactives show at the highest dose activity change, negative = inhibition, hits mostly inhibitors | actives 0.043% (n = 380,000) | AID 602233; further: on the % scale 0 is the no-effect control and ±100 the full control effect; nearly all actives have a fitted effect of over 60% in size
#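 Recombinant glycosomal PGK reaction used 1,3-bisphosphoglycerate generated in-well by GAPDH (100nM final) in 100mM TEA pH 7.6, 5mM MgCl2, 0.01% Tween-20. After 60 minutes at room temperature, ATP was read by Kinase-Glo Plus luminescence end-point.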
# BAZ2B inh – inhibitors of human BAZ2B bromodomain | AlphaScreen BAZ2B-H3K14Ac peptide displacement | actives 4.4% (n = 360,000) | Potency, µM (titrated, usually from 114 µM), for inactives: at the highest dose activity change, negative = inhibition, usual class: inhibitors; further: on the % scale 0 is the no-effect control and ±100 the full control effect; nearly all actives have a fitted effect of over 60% in size
#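 Inhibition is scored as reduced AlphaScreen emission. The BAZ2B/b-H3(5-23)K14Ac complex (50 nM each) in PBS pH 7.4, 0.01% Tween-20 meets compound (up to 110 uM) for 30 min at RT before bead addition.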
# BLM helicase inh – Bloom syndrome helicase (human) inhibition | P54132 | recombinant BLM DNA unwinding, fluorescence dequenching | Potency, µM (titrated, usually from 56.1 µM), for the others: top-dose activity change, negative = inhibition, most hits filed as inhibitors | actives 0.2% (n = 350,000) | AID 2528;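 further: plate controls were vehicle for no effect and no enzyme for full effect; nearly all actives have a fitted effect of over 35% in size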
# POLI inh – inhibitors of human DNA polymerase iota; Potency, µM (top dose mostly 115 µM), for the others: top-dose activity, negative = inhibition, hits mostly inhibitors; actives 1% (n = 390,000); AID 588590; Pol iota fluorescent replication assay, 10 min; Q9UNA4
# Target sequence (Q9UNA4 whole entry, looked up): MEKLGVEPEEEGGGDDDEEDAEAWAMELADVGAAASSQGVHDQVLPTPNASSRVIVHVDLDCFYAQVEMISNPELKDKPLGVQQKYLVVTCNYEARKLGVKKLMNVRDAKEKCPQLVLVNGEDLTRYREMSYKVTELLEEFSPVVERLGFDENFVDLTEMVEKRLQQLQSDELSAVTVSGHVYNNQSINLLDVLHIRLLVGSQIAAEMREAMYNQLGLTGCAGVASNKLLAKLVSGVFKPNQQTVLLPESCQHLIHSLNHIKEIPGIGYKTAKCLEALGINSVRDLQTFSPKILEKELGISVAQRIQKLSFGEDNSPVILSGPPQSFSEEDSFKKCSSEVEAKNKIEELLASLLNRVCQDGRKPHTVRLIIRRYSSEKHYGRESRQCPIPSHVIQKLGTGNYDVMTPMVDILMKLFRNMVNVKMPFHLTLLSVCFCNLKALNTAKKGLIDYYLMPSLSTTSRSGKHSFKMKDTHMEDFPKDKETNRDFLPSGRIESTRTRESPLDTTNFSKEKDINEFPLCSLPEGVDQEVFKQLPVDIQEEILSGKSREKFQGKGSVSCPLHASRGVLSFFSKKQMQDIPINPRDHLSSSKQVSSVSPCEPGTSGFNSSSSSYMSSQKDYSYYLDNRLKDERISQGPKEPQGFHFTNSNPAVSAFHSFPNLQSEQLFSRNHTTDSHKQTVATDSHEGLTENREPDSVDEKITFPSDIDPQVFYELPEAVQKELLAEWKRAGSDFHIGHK
#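 Fluorescent replication assay read twice, at 0 min and 10 min after adding 50 nM (final) substrate. Enzyme (10 nM) and compounds were first incubated 15 min at room temperature; enzyme-free buffer wells were negative controls.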
# HP1b chromo inh – blocks HP1-beta chromodomain binding to methylated histone tails | actives 0.56% (n = 390,000) | AlphaScreen HP1-beta / biotin-H3K9me3 peptide binding | Potency, µM (doses to about 114 µM), inactives show top-dose activity change, negative = inhibition, hits mostly inhibitors; further: nearly all actives have a fitted effect of over 70% in size; inactives centre near 23
# Target sequence (P83916 whole entry, looked up): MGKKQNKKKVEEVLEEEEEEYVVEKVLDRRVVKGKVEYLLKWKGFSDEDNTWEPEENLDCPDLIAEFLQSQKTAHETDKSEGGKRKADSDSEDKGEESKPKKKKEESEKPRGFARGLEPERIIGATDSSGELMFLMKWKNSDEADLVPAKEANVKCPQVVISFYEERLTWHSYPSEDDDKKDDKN
#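 HP1-beta protein (50 nM final) preincubated 30 min at room temperature with biotinylated H3(1-18)K9me3 peptide (50 nM) in PBS pH 7.4, 0.01% Tween-20, then compound added for 30 min. AlphaScreen streptavidin donor/nickel chelate acceptor beads (10 ug/mL final), 30 min dark, luminescence read.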
# JMJD2A Tudor – inhibitors of human JMJD2A Tudor domain; Potency, µM (titrated, usually from 114 µM), for the others: at the highest dose activity change, negative = inhibition, actives largely listed as inhibitors; O75164; actives 4.4% (n = 390,000); AlphaScreen JMJD2A-Tudor / H3K4me3 peptide binding; further: on the % scale 0 is the no-effect control and ±100 the full control effect; nearly all actives have a fitted effect of over 50% in size
# * hit, by the source's call; i = inactive; ? = inconclusive; · = no result given; [ ] = dose if it differs, or a comment. Unless noted, the call rests on the fitted dose curve; in most records, active means well fitted curve in the direction sought with a large enough effect; inconclusive means small, poorly fitted or top-dose-only effect, or another doubt; inactive means no such curve, though single readings can be large; an effect the other way counts as inactive or inconclusive. Potency means the concentration at half of the fitted maximal effect.
G9a block	GLS inhibitor	Pin1 inhibitor	Tb PGK inh	BAZ2B inh	BLM helicase inh	POLI inh	HP1b chromo inh	JMJD2A Tudor	SMILES
-50.6%	-10.6%	-3.7%	-2.2%	·	-1.5%	-11.6%	8.5%	-9.0%	COc1ccc(C2OC(=O)CC2C(=O)NCc2ccc(F)cc2)cc1OC (centres undefined)
44.7µM*	-2.5%	0.4%	0.4%	-5.6%	-1.1%	-10.5%	23.5%	-5.7%	CN1c2ccccc2C(=O)NC1c1ccc(Cl)cc1 (centres undefined)
·	-3.3%	-7.0%	-5.8%	5.1%	3.6%	12.6%	38.2%	-4.0%	COc1ccc(OC)c(/C=N/NC(=O)Cn2ccnc2C)c1
4.8%[59 µM]	8.3%	4.1%	5.0%	10.3%	1.6%	9.7%	14.2%	-5.6%	CNS(=O)(=O)c1ccc(C)c(S(=O)(=O)NC)c1
-22.3%[59 µM]	-11.7%	0.5%	-1.7%	-32.8%	-3.4%	?	-5.4%	-27.8%	O=S(=O)(c1ccccc1)c1nc(-c2ccccc2)oc1N1CCN(c2cccc(Cl)c2)CC1
10.5%	8.9%	-1.8%	7.3%	21.3%	·	-5.8%	74.7%[activator]	26.9%	CCOc1ccc(S(=O)(=O)NCc2cccs2)cc1C(C)C
-25.1%	-10.3%	0.2%	-4.0%	-19.3%	-5.6%	-10.2%	14.6%	-5.5%	Cc1cc(NC(=O)c2ccc(-c3ccccc3F)o2)no1
21.0%[59 µM]	-1.3%	?	·	0.7%	-4.1%	0.0%	16.8%[57 µM]	-10.7%	Cc1cccc(NC(=O)CSc2nc(C3CCCC3)nc3c2c(=O)n(C)c(=O)n3C)c1C
6.1%	-2.3%	4.6%	1.2%	-14.3%	1.7%	7.1%	35.5%	-4.6%	CN(Cc1ccsc1)C(=O)CCc1nnc(CCCc2ccccc2)o1
8.9%[59 µM]	16.5%	0.9%	-10.8%	3.7%	3.4%	149.0%[activator]	15.6%	-12.9%	C/C(N)=C(/C#N)C(=O)CSc1nc2ccccc2c(=O)n1CCCO
?	0.3%	-3.5%	-10.6%	35.5µM*	-4.0%	27.7%	-4.4%	?	Cc1ccc(/C=N/N2CCN(Cc3ccc(C)cc3)CC2)cc1
13.5%	-3.1%	-0.9%	0.0%	-3.7%[57.1 µM]	2.0%	12.2%	19.5%	-10.4%	O=C(CN1C(=O)COc2ccccc21)NCCN1CCCC1
-26.9%	13.4%	1.6%	-0.3%	2.1%	0.5%	10.2%	20.3%	38.1%[activator]	COc1ccccc1N1CCN(C(=O)C(C)N(c2ccccc2)S(C)(=O)=O)CC1 (centres undefined)
40.4%[activator][12.7 µM]	2.5%	-7.7%	i	2.8%	-3.5%	-15.2%	34.1%	2.7%	COc1ccccc1C(=O)OCC(=O)Nc1ccccc1OC(F)F
-31.1%[59 µM]	-17.0%	0.7%	5.2%	-14.0%	-0.5%	0.0%	20.3%	-25.5%	COc1cccc(NC(=O)c2cccc3c(=O)c4c([nH]c23)CCCC4)c1
·	-3.4%	0.7%	6.5%	9.2%	-2.6%	1.6%	48.5%[activator]	3.7%	CNC(=O)/C(C#N)=C/c1ccc(OCCOc2ccccc2)cc1
·	-16.3%	24.7%	-16.3%	-37.2%	-28.7%	67.5%[activator]	9.7%	-26.5%	CCOC(=O)C1=C(C)N=c2s/c(=C/c3ccc(OCC(=O)O)cc3)c(=O)n2C1c1cc(OC)c(OC)c(OC)c1 (centres undefined)
?	-3.9%	1.9%	-9.0%	-24.1%	-10.4%	?	21.7%	-23.6%	COc1ccc(NC(=O)CSc2ccc(-c3ccco3)nn2)cc1OC
0.2%[59 µM]	16.9%	-2.9%	0.2%	-8.7%	-5.8%	-0.8%	20.4%	-16.2%	CN(C)CCN(C(=O)c1ccco1)c1nc2c(F)cc(F)cc2s1
5.7%[59 µM]	2.6%	6.7%	3.3%	11.0%	-3.1%	7.4%	33.0%	11.2%	CC(NC(=O)c1cccc2ccccc12)c1ccc2c(c1)CCCC2 (centres undefined)
-4.3%	2.3%	-1.8%	6.0%	-15.5%	2.8%	124.9%[activator]	26.2%	0.0%	Cn1c(SCC(=O)NCCc2ccc(S(N)(=O)=O)cc2)nc2ccccc2c1=O
0.3%[59 µM]	4.0%	-0.7%	·	2.7%	1.3%	16.9%	10.9%	1.8%	COc1cccc(-n2nnc3c(=O)n(Cc4c(F)cccc4Cl)cnc32)c1
44.7µM*	-6.2%	-2.2%	i	-2.0%	-2.4%	131.1%[activator]	28.4%	-1.8%	O=[N+]([O-])c1ccc(Cl)c(S(=O)(=O)Nc2ccc(S(=O)(=O)N3CCOCC3)cc2)c1
-35.3%[59 µM]	5.4%	-7.4%	i	-16.3%	-7.4%	12.6%	-1.2%	-11.4%	O=C(CSc1ccc(-c2cccs2)nn1)Nc1ccccc1C(F)(F)F
-0.8%[59 µM]	4.7%	2.0%	3.9%	4.9%	-5.2%	4.7%	20.3%	-30.6%	O=C(Nc1cc(Cl)ccc1Cl)C1CC(=O)N(c2ccc(Br)cc2)C1 (centres undefined)
11.7%[2.33 µM]	5.5%	-13.1%	-2.4%	-1.9%	-3.3%	?	57.3%[activator]	1.7%	CC(c1ccccc1F)n1cc(C(=O)NCc2ccncc2)nn1 (centres undefined)
-10.5%[59 µM]	-6.9%	0.4%	-6.6%	17.0%	0.0%	1.1%	20.1%	-3.1%[57.1 µM]	Cn1c(=O)[nH]c(=O)c2c1nc(Br)n2CCC(=O)c1ccccc1
19.5%[59 µM]	3.4%	2.8%	-4.8%	-5.8%	2.9%	15.3%	27.1%	-13.4%	Cc1ccc(S(=O)(=O)N(C)Cc2ccc(C(=O)N/N=C/c3ccc(OC(F)F)cc3OC(F)F)cc2)cc1
-9.4%	0.7%	15.5%	-10.6%	-0.3%	-0.4%	?	29.1%	-12.0%	C#CCn1cc(Cl)cc(C(=O)Nc2ccccc2)c1=O
-7.2%[12.7 µM]	-5.4%	60.2%[activator]	i	?	-7.8%	?	10.4%	-26.8%	Cc1noc(/C=C/N(C)C)c1S(=O)(=O)N1CCCC(C(=O)NCCC2=CCCCC2)C1 (centres undefined)

# Record cards, from the list above. Values in the order: G9a block | GLS inhibitor | Pin1 inhibitor | Tb PGK inh | BAZ2B inh | BLM helicase inh | POLI inh | HP1b chromo inh | JMJD2A Tudor
# COc1cccc(-n2nnc3c(=O)n(Cc4c(F)cccc4Cl)cnc32)c1 as listed: 0.3%[59 µM] | 4.0% | -0.7% | · | 2.7% | 1.3% | 16.9% | 10.9% | 1.8%
# C#CCn1cc(Cl)cc(C(=O)Nc2ccccc2)c1=O as listed: -9.4% | 0.7% | 15.5% | -10.6% | -0.3% | -0.4% | ? | 29.1% | -12.0%
# O=[N+]([O-])c1ccc(Cl)c(S(=O)(=O)Nc2ccc(S(=O)(=O)N3CCOCC3)cc2)c1 as listed: 44.7µM* | -6.2% | -2.2% | i | -2.0% | -2.4% | 131.1%[activator] | 28.4% | -1.8%

# Next records
G9a block	GLS inhibitor	Pin1 inhibitor	Tb PGK inh	BAZ2B inh	BLM helicase inh	POLI inh	HP1b chromo inh	JMJD2A Tudor	SMILES
13.1%[2.33 µM]	0.0%	3.8%	i	9.6%	·	12.4%	23.0%	?	CCOC(=O)c1ccccc1NC(=O)COC(=O)CCNS(=O)(=O)c1ccc(C)c(C)c1
39.8µM*	8.7%	-18.5%	-9.1%	39.8µM*	-10.4%	?	?	50.1µM*	Cc1ccc(C(c2ccc(C)o2)c2cccc([N+](=O)[O-])c2O)o1
·	-3.4%	41.1%[activator]	-3.0%	·	·	0.5%	17.8µM*	-19.4%	COc1ccccc1NS(=O)(=O)c1cc(NC(=O)COc2ccccc2F)ccc1N1CCOCC1
16.2%	15.7%	1.2%	-1.1%	-33.6%	-3.6%	-12.9%	8.4%	-34.7%	Cc1ccc2nc(C)cc(N/N=C/c3ccccc3O)c2c1
70.8µM*	-2.7%	-4.3%	-1.9%	6.0%	-1.8%	-3.3%	39.1%[activator]	?	COCCN1CN=C(Nc2nc3ccccc3o2)NC1
0.2%[12.7 µM]	0.8%	-1.6%	-4.7%	-20.3%	0.0%	-10.7%	28.1%	12.6%[57.1 µM]	COc1cc(/C=N/NC(=O)CCc2ccccc2)ccc1O
·	3.1%	7.9%	4.0%	?	-1.7%	2.0%	-0.9%	-22.9%	COc1ccc(-c2ccccc2NC(=O)C2CCCN(Cc3ccc(C)o3)C2)cc1 (centres undefined)
5.8%[59 µM]	0.4%	-1.2%	i	11.1%	-4.5%	89.1µM*	15.1%	-14.4%	CCN(CC)c1nc2ccccc2n2cnnc12
-32.5%[12.7 µM]	-13.8%	-1.7%	0.5%	7.6%	-6.4%	25.4%	12.3%	-8.4%	Cc1ccc(S(=O)(=O)NCc2nc3ccccc3c(=O)n2N)cc1
·	-1.4%	4.0%	-16.5%	·	·	-5.0%	31.2%	0.0%	CC(C)[C@H](N)C(=O)NC[C@H]1O[C@@H](n2cnc3c(N)ncnc32)[C@H](O)[C@@H]1O
-29.1%[59 µM]	0.8%	0.9%	-7.6%	-6.8%	-0.4%	6.6%	14.0%	-5.9%	COc1ccccc1NC(=O)Cn1c(=O)n(Cc2nc(C)no2)c(=O)c2cc3c(cc21)OCO3
·	-5.2%	-0.2%	i	·	·	45.8%[activator]	40.5%[activator]	-13.2%	CCC(C)(O)C(=O)N[C@H]1CCCN1C(=O)/C=C/c1ccccc1 (some centres undefined)
?	2.6%	-1.5%	0.0%	0.3%	-2.0%	14.9%	29.1%	-29.4%	CCCSC1=C(C#N)C(c2ccccc2OCC)CC(=O)N1 (centres undefined)
?	-18.0%	26.1%	-13.6%	5.1%	-8.8%	28.3%	25.6%	-16.7%	O=c1cc(-c2ccccc2)[nH]c2nc3ccccc3n12
-38.3%[59 µM]	9.5%	0.5%	-3.4%	-24.9%	0.0%	12.8%	7.1%	-20.7%	Cc1ccn2cc(CSc3ccccc3)nc2c1
?	19.1%	-10.6%	-5.5%	?	·	-15.0%	7.1%	-24.1%	O=C(O)/C(=C\c1ccc(Cl)cc1)c1ccc(S(=O)(=O)N2CCCC2)s1

# Screening data from PubChem.

# An excerpt; rates above refer to the full screens.
